IDE cell activ – boosts human insulin-degrading enzyme activity in HEK cells | FAbeta-B cleavage, fluorescence polarization; 0% vehicle, 100% cell-free pure enzyme wells | activation, % at 5.96 µM | actives 0.073% (n = 340,000) | AID 493087;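 active = activation above the mean of all tested compounds plus 3 SD, set per screening campaign, cut at about 17% in these data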
HCV NS3 hel inh – inhibitors of Hepatitis C virus NS3 helicase; NS3 helicase DNA unwinding, Cy5 molecular beacon fluorescence; AID 1800; inhibition, % at 10.9 µM; actives 0.56% (n = 290,000);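 active = inhibition above the mean of all tested compounds plus 3 SD, set per campaign, cut at about 35% in these data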;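 note: 0% = DMSO wells and 100% = thioflavine S control wells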
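Assay system: hepatitis C virus NS3 helicase domain fragment enzyme. Also added: annealed dual-labelled DNA beacon duplex, ATP-started. Timing: 1 h reaction at 25 °C, ATP-initiated. Technique: Cy5 fluorescence at 0 and 60 min, beacon hairpin quenching. Evaluation: % inhibition of unwinding. Replication: one well per compound.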
PfM18AAP inh – blocks P. falciparum M18 aspartyl aminopeptidase; actives 1.2% (n = 290,000); inhibition, % at 7.35 µM; AID 1822; recombinant PfM18AAP, H-Glu-NHMec fluorogenic cleavage;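 active = inhibition above the campaign mean inhibition over all tested compounds plus 3 SD, cut at about 28% in these data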;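 note: 0% = plate median of test compound wells and 100% = 2 mM ZnCl2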
DNA FID counter – counter-screen for HCV NS3 helicase inhibitors: DNA intercalator displacement. DNA fluorescent intercalator displacement, fluorescence. inhibition, % at 7.9 µM. actives 0.17% (n = 290,000). AID 1845; in the data active = inhibition above about 37%;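 note: 0% = vehicle and 100% = reference compound; higher means more ethidium bromide displaced from hairpin DNA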
IDE inh – cellular human IDE inhibition | inhibition, % at 5.59 µM | AID 434962 | HEK cells, FAbetaB cleavage, fluorescence polarization | actives 0.41% (n = 320,000);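 active = percent inhibition above the average of all tested compounds plus 3 SD, set per screening campaign, cut at about 16% in these data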;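 note: IDE supplied by intact live HEK cells; FP after avidin binding of uncleaved biotin substrate so inhibition keeps polarization high; 0% = DMSO wells and 100% = 60 µM reference IDE inhibitor Ii1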
IMP-1 inh – inhibitors of Pseudomonas aeruginosa IMP-1 metallo-beta-lactamase; purified IMP-1, nitrocefin hydrolysis, epi-absorbance fluorescence; inhibition, % at 5.6 µM; actives 0.45% (n = 290,000);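 active = inhibition above the mean plus 3 SD of all compounds in the same screening run, cut at about 4.5% in these data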;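 note: 0% = IMP-1 with DMSO and 100% = DMSO wells lacking enzyme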
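Assay system: purified IMP-1; Quantity: IMP-1 0.2 nM before substrate addition; Medium: HEPES buffer pH 7.1 with ZnSO4 and Brij 35; Incubation: 15 min enzyme–compound preincubation, then 25 min nitrocefin reaction, 25 °C; Signal: fluorescence quenching readout, ex 480/em 530 nm; Controls: DMSO with and without IMP-1; Repeats: singlicate testing.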
UBC9 SUMO inh – blocks human SUMOylation mediated by UBC9 | HTRF SUMOylation assay, SAE1/SAE2 + UBC9, in vitro | inhibition, % at 35 µM | actives 0.36% (n = 290,000) | AID 2006; in the data active = inhibition above about 50%, passing the limit was not always enough; note: strong numbers were not always called active
Target sequence (P63279 whole entry, looked up): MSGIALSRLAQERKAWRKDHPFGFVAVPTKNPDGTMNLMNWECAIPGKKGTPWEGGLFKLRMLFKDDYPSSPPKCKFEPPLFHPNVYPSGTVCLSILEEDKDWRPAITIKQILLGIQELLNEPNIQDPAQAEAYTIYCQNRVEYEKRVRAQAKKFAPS
pCIP destab – p/CIP protein destabilization; Q05BA5; F442A p/CIP-EGFP cells, EGFP fluorescence, 16 h; decrease of EGFP signal, % at 10 µM; actives 0.01% (n = 290,000); AID 1984;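 active = EGFP signal decrease of at least 30% at 10 µM or well 3 SD below plate mean, unless failing retest; inactive = the rest, including hits failing retest or dose response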; note: some compounds called inactive have numbers as strong as hits; many of its hits are not listed in these tables
VIM-2 inhibitor – inhibitors of Pseudomonas aeruginosa VIM-2 metallo-beta-lactamase; purified VIM-2, nitrocefin hydrolysis, epi-absorbance fluorescence; inhibition, % at 5.6 µM; actives 0.89% (n = 290,000); AID 1527;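 active = inhibition above the mean of all tested compounds plus 3 SD, cutoff set per screening run, cut at about 7.5% in these data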;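 note: red hydrolysis product quenches plate fluorescence so inhibitors raise well fluorescence; 0% = enzyme with DMSO and 100% = DMSO without enzyme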
The depositor's hits bear a star; / = not tested or not shown.

SMILES | IDE cell activ | HCV NS3 hel inh | PfM18AAP inh | DNA FID counter | IDE inh | IMP-1 inh | UBC9 SUMO inh | pCIP destab | VIM-2 inhibitor
Nc1ccc(S(=O)(=O)Nc2nc(-c3ccccc3)cc(-c3ccccc3)n2)cc1 | 3 | 19 | -6 | -8 | -7 | -0.2 | -11 | -1 | -0.3
Oc1cccc(/C=N/N2CCN(C3c4ccccc4-c4ccccc43)CC2)c1 | 7 | 0 | -10 | -16 | 4 | -2.2 | 2 | -23 | -1.8
CCOc1ccc(S(=O)(=O)N(CC)CC(=O)N2CCCC2)cc1C | -2 | 6 | -3 | -22 | -1 | -2.8 | 11 | -17 | -1.6
Cc1nnc(NC(=O)C(C)Sc2nnc(-c3ccco3)n2C(C)C)s1 (stereo unspecified) | 0 | 3 | 5 | -30 | 3 | -4.0 | -2 | 4 | -4.1
Cn1c(C(=O)NCc2cccs2)cc2oc3ccccc3c21 | -2 | 8 | -4 | -8 | -1 | -1.2 | 21 | -7 | -1.1
CC1(C)CC(=O)C(N=Nc2ccc(S(=O)(=O)N3CCCCCC3)cc2)=C(O)C1 | 2 | 2 | 4 | -8 | -1 | 1.0 | -17 | -3 | 2.8
O=C(Nc1cccnc1)c1cc2nc(C3CC3)cc(C(F)(F)F)n2n1 | 5 | 0 | 2 | -14 | 3 | 0.1 | 13 | -8 | 0.0
O=C(NCc1ccc(F)cc1)c1cccnc1C(=O)O | -3 | -5 | 2 | 0 | -2 | -0.7 | 18 | -3 | -0.6
CCC(C)N(C(=O)Cn1nnc(-c2ccc(F)cc2)n1)C1CCS(=O)(=O)C1 (stereo unspecified) | 7 | -2 | -6 | -11 | -3 | -1.8 | 5 | -23 | -0.4
COC(=O)C1CCCN1C(=O)c1cccs1 (stereo unspecified) | 2 | 1 | -2 | 1 | 4 | -7.0 | 19 | 3 | -1.3
Cc1cccc(-n2ncc3c(NNC(=O)c4ccco4)ncnc32)c1 | 1 | 0 | 4 | -11 | 1 | -1.9 | -2 | 0 | -5.0
CC(/C=N/Nc1nncc(=O)[nH]1)=C\c1ccccc1 | 1 | -6 | 26 | 0 | 4 | 2.1 | 11 | -3 | -2.6
COc1ccc(-c2cc(C(=O)NN3CCOCC3)c3ccccc3n2)cc1OC | 1 | 8 | 7 | -12 | / | -1.2 | 17 | 7 | -3.8
O=c1[nH]cnc2c1ncn2Cc1ccc([N+](=O)[O-])cc1 | 5 | 2 | -4 | -3 | 4 | -4.4 | 28 | -4 | -1.4
O=c1oc2ccccc2c(Nc2cccc(O)c2)c1[N+](=O)[O-] | 2 | 24 | 6 | -6 | 8 | -0.1 | 19 | -14 | 3.5
CC(Oc1ccccc1)C(=O)Nc1nnc(C2CCCCC2)s1 (stereo unspecified) | -4 | -4 | 2 | -26 | 0 | -2.1 | 7 | 3 | -3.5
O=S(=O)(c1ccc(-c2ccon2)s1)N1CCCC1 | -1 | 6 | 0 | 0 | 2 | -5.2 | 0 | 5 | -3.8
Nc1nc(N)c2nc(-c3ccccc3)c(N)nc2n1 | 7 | 1 | -5 | -4 | 3 | -1.9 | 27 | -2 | 0.7
O=C(CCCc1ccccc1)Nc1nncs1 | -2 | -7 | 9 | 1 | -5 | 1.2 | 4 | 2 | -2.0
CCCN1CCN(CCCNC(=O)c2cc3c(=O)[nH]c4ccc(C)cc4c3s2)CC1 | -3 | -15 | 5 | 4 | 3 | -3.7 | 12 | -1 | 6.3
COc1cccc(NC(=O)N2CCCC2C(=O)NC23CC4CC(CC(C4)C2)C3)c1 (stereo unspecified) | 0 | 10 | -15 | -25 | -2 | 0.1 | 1 | 0 | 0.3
O=C(Nc1ccc(F)cc1)c1nc[nH]c1C(=O)Nc1ccc([N+](=O)[O-])cc1 | 6 | -6 | 7 | -2 | 3 | -1.7 | -3 | 5 | 1.9
O=C(Nc1ccc(Cl)cc1)C1C2CCCCC21 (stereo unspecified) | 0 | 9 | 15 | -7 | 3 | 3.2 | -9 | 3 | 2.3
O=C(c1ccc(S(=O)(=O)N2CCCCCC2)cc1)N1CCN(c2ccccc2F)CC1 | 5 | -4 | -4 | -41 | -3 | -0.2 | 0 | -6 | -0.3
Cc1cc(C)n(C(=O)CNc2ccc(C)c(C)c2)n1 | 7 | 1 | -3 | -1 | 2 | -3.3 | 4 | -27 | -1.2
CCOC(=O)N1CCC(NC(=O)CSCc2nc(-c3cccc(OC)c3)oc2C)CC1 | 3 | -2 | 3 | -31 | 6 | -3.0 | 8 | -3 | -2.1
CCCCC12CN3CCN(CC(C3)/C1=N\NC(=O)Nc1ccccc1)C2 | 0 | 2 | 11 | -4 | 8 | -0.9 | -11 | 1 | -1.7
O=C(C1=NN[C@@H]2C(=O)N(c3ccccc3C(F)(F)F)C(=O)[C@H]12)c1ccc2ccccc2n1 | -1 | 15 | -4 | -13 | 1 | -4.0 | 2 | 4 | -3.3
O=C(NC1CCCCC1)NC1CCN(C(=S)NCc2ccco2)CC1 | 5 | 22 | 0 | -1 | -7 | -2.5 | 2 | 0 | -2.1
COc1ccc(-c2cn[nH]c2-c2ccc(OC)cc2O)cc1 | 4 | -3 | 4 | -8 | 8 | -5.2 | -2 | -7 | -5.1
O=C(O)Cn1c(=S)sc2ccccc21 | 4 | -2 | -1 | 7 | 8 | -0.3 | -4 | 12 | -3.5
O=C(CN(C(=O)CNC(=O)c1ccco1)c1ccc2c(c1)OCCO2)NC1CCCCC1 | 0 | 5 | -6 | -4 | 3 | -2.1 | 4 | -9 | -4.2
NCCSC1CC(=O)N(c2ccc(F)cc2)C1=O (stereo unspecified) | 4 | 0 | -6 | 3 | -2 | 2.1 | -7 | 1 | 1.1
O=C(NCCN1CCc2ccccc2C1)C1CCN(S(=O)(=O)N2CCCCC2)CC1 | 3 | -13 | -2 | 3 | -2 | -0.5 | 8 | -3 | -0.4
CCOCCCNC(=O)C1CCN(C(=O)Nc2ccc(Cl)cc2)CC1 | 0 | 3 | 3 | -5 | -2 | -2.9 | 16 | -3 | -3.6
Cc1oc2c(C)c3oc(=O)c(CCC(=O)N4C[C@H]5C[C@@H](C4)c4cccc(=O)n4C5)c(C)c3cc2c1C | 3 | -11 | -4 | -55 | 6 | -3.8 | 38 | 3 | 3.1
Cc1cccc(CNC(=O)Cn2ccc3cc(S(=O)(=O)N4CCCCCC4)ccc32)c1 | 0 | 3 | -4 | -29 | 3 | -4.9 | -11 | -5 | -1.2
COc1ccc(N(C(=O)COc2ccc(F)cc2)S(=O)(=O)c2ccc(C)cc2)cc1 | 4 | 9 | -5 | -5 | -1 | -1.1 | -41 | 18 | -1.8
CCOc1ccc(-c2cc(C(=O)N3CCC(C)CC3)c3ccccc3n2)cc1 | 1 | -13 | 1 | -33 | 0 | -1.6 | 11 | -14 | -1.9
O=C(CCc1nc(-c2ccccc2)no1)NCc1ccco1 | 4 | 16 | 1 | -1 | 0 | -3.4 | 13 | -9 | -3.4
CCOC(=O)C1CCN(C(=O)Cc2c(C(=O)O)[nH]c3ccccc23)CC1 | 3 | 2 | 4 | -11 | 8 | -4.3 | 29 | -7 | -4.1
CCCc1c(C)nc(N2CCN(c3ccc(F)cc3)CC2)[nH]c1=O | 3 | 1 | -3 | -13 | 2 | -1.4 | -4 | -2 | -1.0
Cc1noc(N)c1C(=O)Nc1ccc(C(C)(C)C)cc1 | 5 | -12 | -14 | -10 | 3 | -1.1 | 20 | -19 | -0.4
Cc1cc(C)cc(C(=O)NC(CC(N)=O)c2ccc(NC3CCCCCCCCCCC3)c([N+](=O)[O-])c2)c1 (stereo unspecified) | 1 | -11 | -7 | -7 | 3 | -0.5 | -24 | 5 | 0.0
Fc1ccccc1CNCCC(Cc1ccccc1)c1ccc2c(c1)OCO2 (stereo unspecified) | 10 | -67 | -8 | 19 | -1 | -3.2 | -7 | -13 | -5.2
O=C(CSc1ncnc2scc(-c3ccccc3)c12)NCc1ccc2c(c1)OCO2 | 3 | -7 | 3 | -21 | -1 | -4.3 | -9 | 6 | -3.9
N/C(=N\OC(=O)Nc1ccc(Cl)cc1)c1ncc(C(F)(F)F)cc1Cl | 2 | 0 | -3 | -2 | -1 | -3.4 | 15 | -8 | -6.1
O=C(CCc1nnc(CCc2c[nH]c3ccccc23)o1)NC1CCC1 | 6 | -5 | -9 | -10 | -6 | -1.1 | 22 | 1 | 0.7
COc1ccc(NC(=O)CN(C)CC(=O)Nc2ccc3c(c2)CCC3)cc1 | -2 | -9 | -4 | -13 | 3 | -2.5 | 7 | -17 | -3.0
CCN(CC)C(=O)COc1ccc2c(c1)C(=O)CC(C)(C)O2 | 6 | 8 | 3 | -12 | 3 | -3.0 | 46 | -8 | -1.1
N#Cc1c(-n2cccc2C=O)sc2c1CCCC2 | 5 | 2 | -4 | -3 | -10 | -3.4 | -5 | 4 | -2.6
COc1ccc(F)cc1CN1CCN(c2cc(C)nc3c4c(C)cc(C)nc4nn23)CC1 | / | -19 | -5 | -9 | / | -4.1 | 8 | 2 | 3.6
Cc1ccc(CNS(=O)(=O)/C=C/c2ccc3c(c2)OCO3)cc1 | 4 | -7 | 1 | -13 | -8 | -1.6 | -9 | -8 | -2.5
COc1cccc(/C=C/C(=O)c2ccc(NC3=NCCCS3)cc2)c1 | 2 | -50 | 2 | 21 | 4 | -1.7 | 17 | 3 | 2.4
COc1ccccc1NC(=O)C(C)N(C)Cc1ccc(Cl)s1 (stereo unspecified) | 2 | -4 | 10 | -33 | 2 | -1.5 | 6 | 1 | -1.1
COc1ccc2c(c1)c(=O)oc1cc(OC(C(=O)O)c3ccccc3)ccc12 (stereo unspecified) | -1 | 14 | 5 | -2 | 0 | -1.7 | 28 | -2 | 6.5
C=CCc1cccc(/C=N/NC(=O)C(C)Nc2cccc(C)c2)c1O (stereo unspecified) | -3 | -1 | -3 | -17 | 1 | 0.6 | -18 | -6 | 0.5
COc1ccccc1NC(=O)c1c(Br)cnn1C | 4 | -9 | 3 | -5 | -6 | -0.5 | 3 | 0 | 1.0
O=c1cc(-c2ccccc2)nc2n1Cc1ccccc1-2 | 5 | 24 | 11 | -22 | 3 | 1.2 | 19 | -8 | 2.5
Cc1[nH]n(-c2ccccc2)c(=S)c1C=Nc1cccc([N+](=O)[O-])c1 | -13 | 7 | 50* | -5 | 25* | -0.6 | -9 | -5 | 1.0

3 compounds out of the list, ordered by heavy-atom count, descending:
SMILES | IDE cell activ | HCV NS3 hel inh | PfM18AAP inh | DNA FID counter | IDE inh | IMP-1 inh | UBC9 SUMO inh | pCIP destab | VIM-2 inhibitor
O=C(NCCN1CCc2ccccc2C1)C1CCN(S(=O)(=O)N2CCCCC2)CC1 | 3 | -13 | -2 | 3 | -2 | -0.5 | 8 | -3 | -0.4
COc1cccc(NC(=O)N2CCCC2C(=O)NC23CC4CC(CC(C4)C2)C3)c1 (stereo unspecified) | 0 | 10 | -15 | -25 | -2 | 0.1 | 1 | 0 | 0.3
CCOc1ccc(-c2cc(C(=O)N3CCC(C)CC3)c3ccccc3n2)cc1 | 1 | -13 | 1 | -33 | 0 | -1.6 | 11 | -14 | -1.9

Source: PubChem (several laboratories)
